Screens from PubChem.
AmpC no deterg – blocks E. coli AmpC beta-lactamase in detergent-free assay | P00811 | AmpC nitrocefin hydrolysis, absorbance 480 nm, 0.0001% Triton | Potency, µM (doses to about 57.1 µM), for the others: top-dose activity change, negative = inhibition, actives largely listed as inhibitors | hit rate 0.52% among 330,000 | AID 485341;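 note: potency is the fitted concentration of half-maximal effect; plate controls were no compound for no effect and no enzyme for full effect; nearly all actives have a fitted effect of over 20% in size; some results filed as inactive show a strong effect at the top dose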
Target sequence (P00811 whole entry, looked up): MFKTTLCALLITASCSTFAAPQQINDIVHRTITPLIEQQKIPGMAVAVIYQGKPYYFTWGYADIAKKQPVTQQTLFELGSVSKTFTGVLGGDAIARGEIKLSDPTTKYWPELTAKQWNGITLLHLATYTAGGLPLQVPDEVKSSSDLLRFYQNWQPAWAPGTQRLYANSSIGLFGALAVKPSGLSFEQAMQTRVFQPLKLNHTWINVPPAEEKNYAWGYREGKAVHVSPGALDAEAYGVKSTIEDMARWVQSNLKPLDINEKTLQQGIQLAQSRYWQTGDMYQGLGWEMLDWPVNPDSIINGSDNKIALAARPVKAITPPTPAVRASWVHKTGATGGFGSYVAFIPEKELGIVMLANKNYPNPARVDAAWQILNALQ
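20 mM phosphate pH 7.0 + 0.01% (detergent screen) or 0.0001% Triton X-100; 5.3 nM AmpC reagent; cpd preinc 15 min RT; nitrocefin (800 uM stock) to start; A480 q20 s × 4 min; Activity was normalised to no-enzyme and no-compound control wells.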
LmPK inhibitor – blocks Leishmania mexicana pyruvate kinase activity | Potency, µM (series often up to 57.5 µM), for the others: at the highest dose activity change, negative = inhibition, usual class: inhibitors | purified LmPK, Kinase-Glo ATP luminescence, 1 h | hit rate 0.37% among 290,000; note: potency is the fitted concentration of half-maximal effect
Target sequence (Q27686 whole entry, looked up): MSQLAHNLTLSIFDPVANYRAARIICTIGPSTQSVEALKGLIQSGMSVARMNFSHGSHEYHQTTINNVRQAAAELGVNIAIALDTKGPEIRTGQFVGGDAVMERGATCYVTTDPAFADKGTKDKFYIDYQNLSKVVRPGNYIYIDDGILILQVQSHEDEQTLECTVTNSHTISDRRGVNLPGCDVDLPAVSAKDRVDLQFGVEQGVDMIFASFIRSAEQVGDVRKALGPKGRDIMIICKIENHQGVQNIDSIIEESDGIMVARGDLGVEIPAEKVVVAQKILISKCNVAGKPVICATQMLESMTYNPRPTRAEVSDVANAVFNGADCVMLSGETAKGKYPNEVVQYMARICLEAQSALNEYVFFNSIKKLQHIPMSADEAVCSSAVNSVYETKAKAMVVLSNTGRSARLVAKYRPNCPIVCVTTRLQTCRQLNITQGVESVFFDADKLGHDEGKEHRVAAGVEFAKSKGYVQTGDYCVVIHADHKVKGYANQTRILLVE
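0.1 nM LmPK, 0.5 mM PEP, 0.1 mM ADP; 50 mM imidazole pH 7.2, 7 mM MgCl2, 50 mM KCl; 1 h RT. Kinase-Glo luminescence readout, normalized to no-enzyme (full inhibition) and uninhibited wells.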
AMA1-RON2 inh – AMA1-RON2 (P. falciparum) interaction inhibition | Potency, µM (doses to about 58.2 µM), without a hit: at the highest dose activity change, negative = inhibition, hits mostly inhibitors | AlphaScreen AMA1-biotinylated RON2 peptide binding | AID 720542 | hit rate 0.2% among 360,000;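 note: potency is the fitted concentration of half-maximal effect; 0% = vehicle wells and -100% = peptide control; nearly all actives have a fitted effect of over 45% in size; some results filed as inactive show a strong effect at the top dose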
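AMA1 (3D7) with his tag at 25 nM final met compounds first, then biotinylated RON2 peptide at 25 nM; detection used donor plus acceptor beads, 10 µg/mL apiece, read by AlphaScreen after 30 min at room temperature.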
TbPYK inhibitor – inhibitors of Trypanosoma brucei pyruvate kinase. TbPYK enzyme, Kinase-Glo Plus ATP luminescence, 45 min. Potency, µM (titrated, usually from 76.8 µM), without a hit: top-dose activity, negative = inhibition, hits mostly inhibitors. hit rate 0.12% among 410,000. AID 624173; note: potency is the fitted concentration of half-maximal effect; nearly all actives have a fitted effect of over 50% in size
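Enzyme and substrate buffer are dispensed first and compound is pin-transferred. ADP at 130 uM final then starts the reaction, which runs 45 min at room temperature. Detection reagent is added for 10 min before luminescence is imaged.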
AmpC detergent – AmpC beta-lactamase inhibition with detergent present | AID 485294 | P00811 | hit rate 0.041% among 370,000 | AmpC hydrolysis of nitrocefin, absorbance 480 nm, 0.01% Triton | Potency, µM (highest dose often 114 µM), without a hit: at the highest dose activity change, negative = inhibition, usual class: inhibitors;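 note: potency is the fitted concentration of half-maximal effect; 0% = no-compound wells and -100% = no-enzyme wells; nearly all actives have a fitted effect of over 25% in size; some results filed as inactive show a strong effect at the top dose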
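20 mM phosphate pH 7.0 + 0.01% (detergent screen) or 0.0001% Triton X-100; 5.3 nM AmpC reagent; cpd preinc 15 min RT; nitrocefin (800 uM stock) to start; A480 q20 s × 4 min; Activity was normalised to no-enzyme and no-compound control wells.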
HCMV inh – inhibitors of human cytomegalovirus; HFF cells, HCMV-luciferase reporter, 72 h; active compounds read low; activity change, negative = inhibition, % at 57.5 µM; hit rate 4.5% among 410,000; AID 1259415; in the data active = activity change below about -60%; inconclusive = no clear call, values can overlap the other calls; inactive = above about -39%
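Two compound doses tested in HFFs infected with HCMV-luciferase, MOI 1 PFU/cell, 72 h at 37C. Lysate luminescence read with OneGlo; data normalized against buffer-only and 10uM Salinomycin inhibitor controls.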
HCV inhibitor – blocks hepatitis C virus. Huh7.5.1 HCVcc-Cre infection, luciferase reporter, 44 h. hit rate 3.4% among 340,000. Potency, µM (highest dose often 41.8 µM), without a hit: top-dose activity change, negative = inhibition, usual class: inhibitors; note: potency is the fitted concentration of half-maximal effect
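Antiviral activity was scored by luciferase reporter output from cells infected with HCVcc-Cre (~0.5 moi) in presence of compound, 44 h infection period, cells seeded 1,000/well 4 h prior.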
* = called active by the depositor; ? = inconclusive; / = not tested or not shown; & = joins results of further samples; [ ] = another dose, or the depositor's remark. Unless noted, calls come from the whole dose curve; as a rule, active = well fitted curve in the direction sought with a large enough effect; inconclusive = small, poorly fitted or top-dose-only effect, or another doubt; inactive = no such curve, though single readings can be large; an effect the other way counts as inactive or inconclusive. Unless noted, % is set by controls: 0 for no effect and ±100 for the full control effect.

smiles,AmpC no deterg,LmPK inhibitor,AMA1-RON2 inh,TbPYK inhibitor,AmpC detergent,HCMV inh,HCV inhibitor
COc1ccc(CCOC(=O)c2ccc(N)c([N+](=O)[O-])c2)cc1,-15%,2%,-22%,-1%,-4%,-14,?
O=C1c2ccccc2C(=O)N1CCCCN(C(=O)c1cc([N+](=O)[O-])ccc1Cl)c1ccc(Cl)cc1,0%,1%,-7%,6%,?,-30,-23%
Cc1cc(=O)[nH]c2c(C)cc(S(=O)(=O)NCc3ccccc3)cc12,-13%,4%,13%,6%,0%,24,0%
O=C(Cn1c(=O)nc(-c2ccccc2)c2cc(Cl)ccc21)NCc1ccccc1,/,/,/,-5%,-3%,?,/
CCCCc1ccc(NS(=O)(=O)c2ccc(N3CCCCS3(=O)=O)cc2)cc1,/,/,/,1%,8%,12,/
CSc1nnc(-c2ccc(C(F)(F)F)nc2C)o1,-4%,-9%,-10%,-24%,4%,-8,8%
Oc1ccc2oc3c(c2c1)CCCC3,-14%,-3%,0%,-8%,-3%,11,-13%
O=C(c1ccc(Cl)cc1)C1C2C(=O)N(c3ccccc3)C(=O)C2C2CCCN21 (stereo not drawn),-12%,-2%,0%,0%,-6%,-22,25%
OCCC1CN(C2CSCCSC2)CCN1Cc1ccccc1 (stereo not drawn),0%,2%,24%,1%,-5%,41,7%
O=c1nc(-c2ccccc2)cn[nH]1,-2%,-6%,7%,-3%,-8%,47,2%
COc1ccccc1N1CCN(c2nccc(C)n2)CC1,26%,-1%,-10%,-11%,?,-23,-3%
C#CCOCCOCCOCCNc1nc(N2CCN(C(=O)Cn3cc(CC(C)O)nn3)CC2)nc(N2CCN(C(=O)[C@H](CCCCN)n3cc(CCCC)nn3)CC2)n1 (stereo partly drawn),/,/,-7%,2%,/,?,3%
NC(=O)CSc1nnc2ccc(-c3ccco3)nn12,-14%,0%,5%,2%,-3%,-24,7%
COCCN1C(=S)N[C@@H](c2ccccc2)C(C(=O)OC)=C1C,54%,-11%,/,/,?,/,/
CC1(C)CC(=O)C=C(NNC(=O)C2CCCCC2)C1,-15%,2%,-7%,3%,-3%,-17,-4%
Oc1ccccc1C1SC(c2ccccc2O)SC(c2ccccc2O)S1 (stereo not drawn),/,/,-14%,-4%,/,-34,?
CS(=O)(=O)c1cccc(NC(=O)C2CC2)c1,-4%,-2%,3%,5%,-4%,-33,10%
O=C(Nc1nnc(Cc2ccccc2)s1)c1cnccn1,-19%,-1%,54%[activator],?,-9%,10,4%
N#C/C(=C\c1cccs1)C(=O)NCc1ccccc1,-32%,0%,5%,?,1%,34,16%
O=c1[nH]oc2c1CCNC2,0%,/,0%,0%&4%,0%,-21,2%
COc1ccc(CC(=O)NNC(=O)COc2ccc(F)cc2)cc1S(=O)(=O)N1CCOCC1,3%,/,41%[activator],9%,/,-23,4%
O=C1COc2ccc(S(=O)(=O)Nc3ccc(F)cc3)cc2N1,-22%,-1%,0%,2%,-5%,-31,10%
CCN=C1SC(CC(=O)Nc2ccccc2)C(=O)N1CC (stereo not drawn),-15%,-1%,-16%&-2%,-5%&-7%,?,3&-13,?
O=C(NNC(=S)Nc1ccccc1)c1ccc(O)cc1,-20%,-8%,74%[activator],-15%,-13%,5,23%
Cn1c(CNC(=O)c2ccc(Cl)c(Cl)c2)nnc1SCC(=O)Nc1sc2c(c1C#N)CCCC2,-28%,-7%,-4%,2%,1%,33,?
C=CCC1(Cl)C(=O)C(Cl)=C(N2CCOCC2)C1(OC)OC (stereo not drawn),-14%,-1%,5%,-2%,-11%,5,11%
O=C(Nc1ccc2c(c1)OCCO2)C1CCN(S(=O)(=O)Cc2ccccc2)CC1,-13%,1%,1%,-8%,-11%,13,-22%
CC(C)(C)c1ccc(S(=O)(=O)N2CCC(c3ccncc3)CC2)cc1,/,/,/,2%,3%,-83*,/
OCCN1CCN(c2nc(-c3ccccc3O)nc3ccccc23)CC1,153%[activator],1%,3%,-14%,-6%,38,22µM*
C/C(=N\NC(=O)c1ccncc1)c1c(O)n(Cc2ccccc2)c(=O)[nH]c1=O,-45%,5%,71%[activator],4%,-4%,5,?
FCCCOc1ccc(-c2nccc(-c3ccc(F)cc3)n2)cc1,28%,-3%,27%,5%,1%,1,?
N#Cc1ccc(CN2C=NS(=O)(=O)c3ccccc32)cc1,-17%,0%,-1%,-4%,-2%,0,15%
Cc1ccc(Cn2c(C(=O)O)c(CNCCc3ccco3)c3ccc(C)cc32)cc1,/,/,/,5%,-5%,49,/
O=C(NCC(F)(F)F)c1[nH]c(C(F)(F)F)nc1-c1ccccc1,/,/,-16%,2%,/,-5,/
O=S(=O)(c1ccc(-c2cc(C(F)(F)F)on2)s1)N1CCN(c2ccc(F)cc2)CC1,/,/,/,1%,0%,16,/
CN1C(=O)NC(NC(=O)c2cccs2)(C(F)(F)F)C1=O (stereo not drawn),-19%,12%,-2%,5%,2%,-20,9%
O=C1c2ccccc2C(=O)N1CCCOCc1c[nH]c(=O)[nH]c1=O,-17%,0%,4%,4%,?,0,9%
O=C1OCCC1Sc1nc2ccccc2n1Cc1ccccc1 (stereo not drawn),-7%,3%,-14%,-6%,-6%,8,0%
Cn1c(=Nc2ccccc2)sc2ccccc21,-32%,8%,11%,-10%,4%,-7,0%
CCOc1ccc(NS(=O)(=O)c2ccc(NS(=O)(=O)c3ccc(SC)cc3)cc2)cc1,-39%,10%,-10%,-1%,0%,36,?
CC1=CC(=O)C=C(C)C1=NOc1ccc([N+](=O)[O-])cc1,-26%,-9%,-13%,-13%,?,-21,4%
O=S(Cc1cc(Oc2ccccc2)nc(-c2ccccc2)n1)c1ccccc1 (stereo not drawn),13%,-2%,5%,6%,-9%,?,?
Cn1c(NC(=O)/C=C/c2ccco2)cc(=O)n(C)c1=O,-42%,-3%,-9%,-7%,-20%,94,2%
COc1ccc(-c2nc(CN3CCC(C(=O)NC4CCCc5ccccc54)CC3)c(C)o2)cc1OC (stereo not drawn),/,/,7%,7%,/,?,-15%
Cc1cccc2cc(/C=N/NC(=O)CN3CCCCC3)c(Cl)nc12,-17%,-1%,/,/,-12%,/,/
CCOC(=O)C1CCN(C(=O)c2cn(C)c(=O)c3cc(OC)c(OC)cc23)CC1,-20%,-4%,3%,6%,2%,0,0%
COc1ccccc1/C=N/NC(=O)C(=O)N1CCN(c2ccccc2OC)CC1,11%,-3%,2%,-9%,-5%,-17,7%
CC1Cc2ccccc2N1Cc1nc2cc(C(F)(F)F)ccc2c(=O)[nH]1 (stereo not drawn),-25%,4%,4%,-7%,-12%,59,?
CCC1CCCCN1S(=O)(=O)c1ccc(NC(=O)CSc2ncccc2C(=O)O)cc1 (stereo not drawn),-40%,-2%,-4%,2%,?,-14,25%
CCCn1c(=O)c2c(C(=O)OCC)cc(-c3ccco3)nc2n(CCC)c1=O,-31%,2%,1%,-5%,-7%,14,?
COc1ccc(OCCNC2CCCC2)cc1,-32%,-1%,-3%,8%,?,52,-4%
Cc1cc(C)cc(OCC(=O)Nc2nc3c(s2)CC(C(C)(C)C)CC3)c1 (stereo not drawn),/,/,/,3%,2%,-3,/
O=C(NCc1ccco1)C(=O)N1CCCC1,-15%,0%,12%,6%,8%,0,9%
COc1ccc(CCNC(=O)Cc2c(C)c3cc4c(C(C)(C)C)coc4c(C)c3oc2=O)cc1,/,/,/,-8%,17%,24,/
Cc1cc[n+](CC(=O)Nc2cc(C(F)(F)F)ccc2Cl)cc1,2%,0%,-4%,-6%,?,28,25%
CCOc1ccc(S(=O)(=O)N2CCOCC2)cc1NC(=O)CN1C(=O)NC2(CCCCC2)C1=O,13%,/,0%,1%,4%,0,14%
O=C(COC(=O)c1ccc[nH]c1=O)NC1CCCc2ccccc21 (stereo not drawn),-2%,1%,-1%,7%,-10%,-16,9%
O=c1[nH]c(/C=C/c2ccc(OC(F)F)cc2)nc2c1cnn2-c1ccccc1,-24%,2%,2%,3%,?,11,-26%
CCn1ncc(Br)c1C(=O)Nc1nccs1,?,2%,4%,2%,-3%,20,13%
CN(C)/C=C/C(=O)/C=C/c1ccc(Cl)cc1,-41%,-12%,3%,-2%,-2%,-20,-3%

Arranged by molar mass (smallest number first): some entries from above
smiles,AmpC no deterg,LmPK inhibitor,AMA1-RON2 inh,TbPYK inhibitor,AmpC detergent,HCMV inh,HCV inhibitor
CCn1ncc(Br)c1C(=O)Nc1nccs1,?,2%,4%,2%,-3%,20,13%
O=C(COC(=O)c1ccc[nH]c1=O)NC1CCCc2ccccc21 (stereo not drawn),-2%,1%,-1%,7%,-10%,-16,9%
CCCn1c(=O)c2c(C(=O)OCC)cc(-c3ccco3)nc2n(CCC)c1=O,-31%,2%,1%,-5%,-7%,14,?

Other structures:
smiles,AmpC no deterg,LmPK inhibitor,AMA1-RON2 inh,TbPYK inhibitor,AmpC detergent,HCMV inh,HCV inhibitor
O=C(CSc1nc2ccc(NC(=O)CSc3nnnn3-c3ccccc3)cc2s1)Nc1ccccc1,?,2%,0%,11%,11%,-39,-12%
CCOc1ccc(CCNC(=O)CCCc2nnc3n(CCCOC)c(=O)c4sccc4n23)cc1,/,/,/,0%,2%,?,/
Cc1ccc(NC(=O)NCC(c2ccccc2)N(C)C)cc1 (stereo not drawn),-6%,0%,5%,0%,2%,?,8%
Cc1nc2c(Br)c3nc(C(F)(F)F)[nH]c3c(Br)c2[nH]1,-6%,2%,-22%,0%,2%,/,20%
Cc1c(C(=O)Nc2nnc(SCc3ccccc3Cl)s2)cccc1[N+](=O)[O-],-9%,-1%,3%,1%,?,?,1%
Cc1ccc(CNc2ccc(S(=O)(=O)N3CCOCC3)cc2[N+](=O)[O-])cc1,-1%,2%,-27%,-5%,?,-13,?
Cc1cccc(N2CCN(S(=O)(=O)c3csc(C(N)=O)c3)CC2)c1C,/,/,/,-1%,4%,?,/
C=CCn1c(O)c(C(C)=NCCO)c(=O)[nH]c1=O,0%,0%,4%,-6%,?,6,-30%
CCOC(=O)c1cnn(Cc2ccccc2)c1N,-15%,5%,7%,0%,?,44,5%
O=C(CSc1ncccn1)N/N=C/c1cccc([N+](=O)[O-])c1,-13%,-1%,17%,4%,-14%,-27,0%
